Source: PubChem BioAssay (National Center for Advancing Translational Sciences (NCATS))
KCNH2 WT inh – KCNH2 (human, wildtype) channel inhibition | Q12809 | U2OS, BacMam KCNH2, thallium flux FluxOr; hits give low values | activity change, % at 1.84 µM | 340,000 compounds, 0.37% hits | AID 720551;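 active = maximum activity change below -70%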
Target sequence (Q12809 whole entry, looked up): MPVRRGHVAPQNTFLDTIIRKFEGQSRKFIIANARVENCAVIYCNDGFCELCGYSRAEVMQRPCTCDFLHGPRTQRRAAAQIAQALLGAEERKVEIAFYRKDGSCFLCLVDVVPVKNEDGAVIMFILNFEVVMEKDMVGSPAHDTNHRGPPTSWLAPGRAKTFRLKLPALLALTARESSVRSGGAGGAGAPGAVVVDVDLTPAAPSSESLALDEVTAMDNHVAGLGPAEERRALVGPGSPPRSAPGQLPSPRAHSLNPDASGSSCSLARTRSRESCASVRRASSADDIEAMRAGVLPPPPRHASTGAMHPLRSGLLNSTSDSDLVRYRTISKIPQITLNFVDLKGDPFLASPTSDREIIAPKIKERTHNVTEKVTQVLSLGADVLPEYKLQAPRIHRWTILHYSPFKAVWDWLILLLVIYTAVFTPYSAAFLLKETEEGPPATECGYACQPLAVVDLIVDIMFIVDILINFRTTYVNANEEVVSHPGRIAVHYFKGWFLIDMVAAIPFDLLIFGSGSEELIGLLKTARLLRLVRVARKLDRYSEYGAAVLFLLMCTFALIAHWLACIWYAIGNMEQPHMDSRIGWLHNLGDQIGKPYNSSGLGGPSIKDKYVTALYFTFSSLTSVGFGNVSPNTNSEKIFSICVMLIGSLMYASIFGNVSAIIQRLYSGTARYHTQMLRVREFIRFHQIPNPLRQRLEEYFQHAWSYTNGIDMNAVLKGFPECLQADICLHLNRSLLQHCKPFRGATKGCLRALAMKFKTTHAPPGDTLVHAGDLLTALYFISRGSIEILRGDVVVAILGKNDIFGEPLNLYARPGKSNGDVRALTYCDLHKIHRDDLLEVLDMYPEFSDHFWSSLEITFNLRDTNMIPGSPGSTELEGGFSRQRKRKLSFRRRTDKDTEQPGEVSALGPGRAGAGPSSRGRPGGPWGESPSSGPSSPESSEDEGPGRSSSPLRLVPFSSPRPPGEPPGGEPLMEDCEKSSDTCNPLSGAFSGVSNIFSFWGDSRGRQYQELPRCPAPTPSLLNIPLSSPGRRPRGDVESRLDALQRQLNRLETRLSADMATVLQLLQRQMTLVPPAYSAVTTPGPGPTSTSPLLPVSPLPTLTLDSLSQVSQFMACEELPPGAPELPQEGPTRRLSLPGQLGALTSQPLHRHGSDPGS
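U2OS cells transduced with wild-type KCNH2 virus are loaded with FluxOr dye for 45 min, and thallium flux is measured in kinetic reads before and after stimulation buffer. Rate constants are normalized to DMSO controls.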
Numbers without * were called inactive. % is scaled to controls: 0 for no effect and ±100 for the full control effect. Some of the compounds tested; the hit share may differ from the screen's.

SMILES	KCNH2 WT inh
Cc1ccccc1S(=O)(=O)N(C)C[C@@H]1OCc2ccccc2-c2c(n(C)c3ccccc23)C(=O)N([C@H](C)CO)C[C@@H]1C	-5
COc1ccc(NC(=O)C[C@H]2C(=O)N(c3ccc(Br)cc3)C[C@@H]2C)cc1	2
CN(C)CCN(C)C1CN(Cc2ccc([N+](=O)[O-])cc2)S(=O)(=O)C1 (stereo not given)	17
Cc1ccc(NC(=O)CN(C)CC(=O)Nc2ccc3c(c2)OCO3)cc1	5
COc1ccc(C(C)=NOC(=O)c2c(-c3ccccc3Cl)noc2C)cc1CN1CCOCC1	-4
Cc1ccc(S(=O)(=O)CCC(=O)OCC(=O)NCc2ccc(F)cc2)cc1	-12
CC(C)NC(=O)N(C)C[C@@H]1OCc2cnnn2CCCC(=O)N([C@@H](C)CO)C[C@H]1C	-2
O=C(CN1CCN(C(=O)c2cc(C3CC3)nn2-c2ccccc2)CC1)Nc1ccc(F)cc1	42
C[C@@H]1CN([C@@H](C)CO)C(=O)c2cc(Br)cnc2O[C@H]1CN(C)C(=O)Nc1ccccc1	5
Cc1cc(S(=O)(=O)Nc2ccc(C(=O)NC3CC3)cc2)ccc1F	7
C[C@H](CO)N1C[C@H](C)[C@@H](CN(C)Cc2ccc3c(c2)OCO3)OCc2cnnn2CCCC1=O	-5
Cc1ccc([C@@H]2C[C@H]3[C@@H](CN2S(=O)(=O)c2ccc(C)cc2)C(=O)C[C@@H](c2ccc(Cl)cc2)N3S(=O)(=O)c2ccccc2C)cc1	-9
CN1C(=O)[C@H]2[C@@H](c3ccc(C(F)(F)F)cc3)N[C@]3(CCCN(Cc4cccn4C)C3=O)[C@H]2C1=O	0
CCCc1c(C(=O)N/N=C/c2ccc(-c3ccccc3)cc2)nnn1-c1nonc1N	-1
COc1ccc(OC)c(NCCN2C(=O)c3ccccc3C2=O)c1	-6

Of the compounds above, these contain nitrogen in an aromatic ring:
SMILES	KCNH2 WT inh
Cc1ccccc1S(=O)(=O)N(C)C[C@@H]1OCc2ccccc2-c2c(n(C)c3ccccc23)C(=O)N([C@H](C)CO)C[C@@H]1C	-5
COc1ccc(C(C)=NOC(=O)c2c(-c3ccccc3Cl)noc2C)cc1CN1CCOCC1	-4
CC(C)NC(=O)N(C)C[C@@H]1OCc2cnnn2CCCC(=O)N([C@@H](C)CO)C[C@H]1C	-2
O=C(CN1CCN(C(=O)c2cc(C3CC3)nn2-c2ccccc2)CC1)Nc1ccc(F)cc1	42
C[C@@H]1CN([C@@H](C)CO)C(=O)c2cc(Br)cnc2O[C@H]1CN(C)C(=O)Nc1ccccc1	5
C[C@H](CO)N1C[C@H](C)[C@@H](CN(C)Cc2ccc3c(c2)OCO3)OCc2cnnn2CCCC1=O	-5
CN1C(=O)[C@H]2[C@@H](c3ccc(C(F)(F)F)cc3)N[C@]3(CCCN(Cc4cccn4C)C3=O)[C@H]2C1=O	0
CCCc1c(C(=O)N/N=C/c2ccc(-c3ccccc3)cc2)nnn1-c1nonc1N	-1

Following part.
SMILES	KCNH2 WT inh
O=C(c1cccs1)N1C[C@@H](O)[C@H](n2cc(-c3ccc(F)cc3)nn2)C[C@@H]1c1ccccc1	2
CC(=O)N1N=C(c2ccc(Br)cc2)CC1c1ccc(Br)cc1 (stereo not given)	1
COc1cc(NS(=O)(=O)c2ccc(-n3cccn3)cc2)cc(OC)c1	1
CC1Sc2ccc(C(=O)N(CCc3ccccc3)Cc3ccccc3)cc2NC1=O (stereo not given)	8
O=S1(=O)CCN(Cc2cccnc2)CC1	5
Cc1nc2ccccn2c(=O)c1NC(=O)COc1ccccc1	-1
CN1OC[C@@H]2CN(C(=O)c3ccco3)[C@H](c3ccc(-c4ccc(C#N)cc4)cc3)C[C@@H]21	10
O=C(O)c1c[nH]c2nccnc12	-6
COc1ccc(-c2ccc(CN3C(C(C)C)C(=O)N(Cc4cn(CC5CCCCC5)nn4)CCS3(=O)=O)cc2)cn1 (stereo not given)	7
CC(C)(C)OC(=O)N1CCc2onc(-c3ccc(Cl)cc3)c2C1=O	-14
CCN(CC(=O)Nc1ccccc1C(F)(F)F)C(=O)c1ccc(NC(=O)c2cccs2)cc1	25
CC1=C(C(=O)N(C)C)CC(CC(=O)NCc2cccc3ccccc23)C(=O)N1CCC1=CCCCC1 (stereo not given)	-10
Cc1cccc(CSCC(=O)N2CCN(S(=O)(=O)c3ccccc3C#N)CC2)c1	-238*
C[C@H]1CN([C@@H](C)CO)C(=O)CCCn2nncc2CO[C@H]1CN(C)C(=O)Nc1ccc2c(c1)OCO2	-9
CC1=C(C(=O)N(C(C)C)C(C)C)CC(CC(=O)NC2CCCCC2)C(=O)N1Cc1ccccc1 (stereo not given)	11
Cc1ccnc(NCc2cc(Cl)ccc2O)c1	0
Cc1ccnc(NCc2cc(Cl)cc(Cl)c2O)c1	-3
CCCNC(=O)c1cc(S(=O)(=O)N2CCC3(CC2)OCCO3)ccc1F	18
CC(=O)Nc1ccc(C=C(C#N)c2ccc(C)cc2)cc1	-14
CCC(=O)Oc1ccc(NC(=O)c2ccc(S(=O)(=O)N3CCCC3)cc2)cc1	1
COC(=O)C[C@@H]1C[C@H]2c3cc(NC(=O)CC4CC4)ccc3O[C@H]2[C@@H](CO)O1	1
O=C1CC(c2ccccc2)NC(=S)N1 (stereo not given)	6
FC(F)(F)C1=NNC(c2ccc3ccccc3c2)=NN1	-2
CC1(C)CC(NC(=O)c2ccc(F)cc2)CC(C)(C)N1	2
Cn1cnc([N+](=O)[O-])c1Sc1ccncn1	1
O=C1OCCC1=CN1CCCCC1	-3
C[C@@H]1CN([C@H](C)CO)C(=O)CCCn2nncc2CO[C@H]1CN(C)Cc1ccncc1	0
CCC(=NNS(=O)(=O)c1ccc(C)cc1)c1ccccc1	-4
C[C@@H]1CN([C@@H](C)CO)C(=O)c2c(c3ccccc3n2C)-c2ccccc2CO[C@H]1CN(C)C(=O)[C@H](C)c1ccccc1	-4
COc1ccc(S(=O)(=O)Nc2ccc3c(c2)C(=O)N([C@H](C)CO)C[C@H](C)[C@@H](CN(C)S(=O)(=O)c2cn(C)cn2)OCCCC[C@H](C)O3)cc1	9
COc1ccc(NC(=O)CN(C)C(=O)c2cc(C)oc2C)cc1	-15
Cc1ccc([C@H]2C[C@@H](n3cc(C4CC4)nn3)[C@H](O)CN2Cc2cccs2)cc1	9
COc1cccc(S(=O)(=O)N(C)C[C@H]2Oc3cc(Br)ccc3S(=O)(=O)N([C@@H](C)CO)C[C@H]2C)c1	-1
NC(=O)NN=C1CCN2CCCc3cccc1c32	10
Cc1ccc(-c2ccc(C3=CC(=O)CC(C)(C)C3=O)cc2)cc1	-3
C[C@H]1CN([C@@H](C)CO)C(=O)CCCn2nncc2CO[C@H]1CN(C)C(=O)Nc1cccc(Oc2ccccn2)c1	-13
C[C@@H]1CN([C@@H](C)CO)C(=O)CCCn2cc(nn2)CO[C@H]1CN(C)S(=O)(=O)c1ccc(Oc2ccccc2)nc1	-4
O=c1c(=O)n(CCO)n(CCO)c(=O)n1CCO	7
O=C1C2C3C=CC(C3)C2S(=O)(=O)C2C3C=CC(C3)C12 (stereo not given)	-15
CC(C)(C)c1ccc(C(=O)NCCC(=O)NCc2ccc(F)cc2)cc1	-5
Cc1[nH]c(=O)[nH]c(=O)c1C=CC(=O)NC(CO)CS(=O)Cc1ccccc1 (stereo not given)	-2
COCCn1c2nc(=O)n(-c3ccccc3)c(=O)c-2nc2ccccc21	7
CCOC(=O)c1c(C)[nH]c(C(=O)OCC(=O)NCc2ccco2)c1C	-10
C[C@H](CO)N1C[C@H](C)[C@H](CN(C)C(=O)c2ccccc2)OCc2ccccc2-c2c(n(C)c3ccccc23)C1=O	-13
O=C(COc1ccc(Br)cc1)OCC(=O)c1ccc[nH]1	-11

Part of the list above, in CSV form:
Compound,KCNH2 WT inh
C[C@@H]1CN([C@@H](C)CO)C(=O)CCCn2cc(nn2)CO[C@H]1CN(C)S(=O)(=O)c1ccc(Oc2ccccc2)nc1,-4
O=c1c(=O)n(CCO)n(CCO)c(=O)n1CCO,7

Continued:
SMILES	KCNH2 WT inh
C[C@H]1CN([C@@H](C)CO)C(=O)CCCn2cc(nn2)CO[C@@H]1CN(C)C(=O)c1ccncc1	-2
CC(=O)C1=C(O)C(=CC=Cc2ccccc2)OC1=O	-5
O=C1C(N2CCOCC2)=Cc2cccc3cccc1c23	4
Nc1ccn([C@@H]2O[C@H](CNCc3ccc(-c4cc(C(F)(F)F)ccc4Cl)o3)[C@@H](O)[C@H]2O)c(=O)n1	6
COc1cc(N(C(C)=O)c2ccc(O)c(C(=O)O)c2)c2ncccc2c1	27
C[C@H](O)CNC(=O)c1[nH]cnc1C(=O)N[C@@H](C)c1ccccc1	3
NNC(=O)Cc1cc(=O)[nH][nH]1	-3
CC1(C)Cc2c(cnn2-c2ccc(F)cc2)C(NC(=O)C2=CC(=O)CC(C)(C)O2)C1 (stereo not given)	2
COc1ccc(NC(=O)c2ccc(NC(=O)CN3CCN(c4ccccc4OC)CC3)cc2)cc1	7
C[C@@H]1CN([C@H](C)CO)C(=O)c2cc(NC(=O)Nc3ccc(F)cc3)ccc2O[C@@H](C)CCCCO[C@H]1CN(C)S(=O)(=O)c1cccs1	-6
CC1=C(C(=O)N(C(C)C)C(C)C)CC(CC(=O)NC2CCCC2)C(=O)N1Cc1ccccc1 (stereo not given)	1
CCCn1c(=S)[nH]c2cc(C(=O)N3CCN(C)CC3)ccc2c1=O	19
CCOc1ccc(CN(C)C(=O)c2cccc(S(=O)(=O)Nc3ccccc3OC)c2)cc1OC	4
CCCCC(=O)NC(c1ccc(OC)cc1)c1ccc2cccnc2c1O (stereo not given)	7
CN(C)C(CNC(=O)c1cccc(S(=O)(=O)N2CCc3ccccc3C2)c1)c1ccccc1 (stereo not given)	19
O=c1ccn2c(n1)SC(c1ccccc1)C2 (stereo not given)	6
CC1(C)CC(=O)C=C(C(=O)N2CCCC(C(=O)c3cc(F)ccc3F)C2)O1 (stereo not given)	-6
COC(=O)c1ccccc1NN=Nc1ccccc1[N+](=O)[O-]	-14
CCC(=O)N(C)C[C@H]1Oc2ncc(C#Cc3cccnc3)cc2C(=O)N([C@@H](C)CO)C[C@@H]1C	4
Cc1nn(C)c(C)c1/C=C(\C#N)S(=O)(=O)c1ccc(F)cc1	-14
O=C(Nc1cccc(-c2cccc(Cl)c2)c1)C1CCN(Cc2nccs2)CC1	2
Cc1cccc(NC(=O)CN(C)C(=O)Cc2ccc(-c3ccccc3)cc2)c1C	-9
O=C(NCCc1ccccc1)c1ccc(S(=O)(=O)N2CCCCC2)cc1	4
C/C=C/c1cnc2c(c1)C(=O)N([C@H](C)CO)C[C@H](C)[C@@H](CN(C)C(=O)CN1CCOCC1)O2	-6
Cc1ccc([C@H]2C[C@H](n3cc(COC(=O)c4ccccc4)nn3)[C@@H](O)CN2C(=O)C2CCCCC2)cc1	10
COCCN(C(=S)Nc1ccc(OC)c(Cl)c1)C1CCN(C(C)=O)CC1	-1
CC(NC(=O)C(=O)c1cn(CC(=O)N2CCCC2)c2ccccc12)c1ccccc1 (stereo not given)	8
COc1ccc([C@H]2C[C@H](n3cc(C4CC4)nn3)[C@@H](O)CN2CC2CCCCC2)cc1	1
C[C@@H]1CN([C@H](C)CO)C(=O)c2cc(C3=CCCCC3)cnc2O[C@@H]1CN(C)Cc1ccccc1C(=O)O	-8
COc1ccc(-c2ccc(CN3C(C(C)C)C(=O)N(Cc4cn(CCC5OCCCO5)nn4)CCS3(=O)=O)cc2)cc1OC (stereo not given)	22

Four compounds picked at random from the list so far, as already listed:
SMILES	KCNH2 WT inh
Cc1cccc(NC(=O)CN(C)C(=O)Cc2ccc(-c3ccccc3)cc2)c1C	-9
C/C=C/c1cnc2c(c1)C(=O)N([C@H](C)CO)C[C@H](C)[C@@H](CN(C)C(=O)CN1CCOCC1)O2	-6
O=C(NCCc1ccccc1)c1ccc(S(=O)(=O)N2CCCCC2)cc1	4
O=C(Nc1cccc(-c2cccc(Cl)c2)c1)C1CCN(Cc2nccs2)CC1	2

Additional structures follow:
SMILES	KCNH2 WT inh
O=C(O)c1ccccc1-c1ccccc1C(=O)Nc1ccc2c(c1)C(O)c1ccccc1-2 (stereo not given)	6
C[C@H](CO)N1C[C@H](C)[C@H](CN(C)S(=O)(=O)c2cccc(F)c2)Oc2ncc(-c3cccc(C(=O)N(C)C)c3)cc2C1=O	7
CNC(=O)C[C@H]1C(=O)N(CCc2ccccc2)C[C@@H]1Cc1ccccc1	1
CCOc1ccc(S(=O)(=O)c2ccc(C)cc2)c2c1no[n+]2[O-]	-1
Cc1ccc(NC(=O)c2sc3nc(N4CCOCC4)c4c(c3c2N)CCCC4)cc1	-3
CN(C(=O)c1cc(-c2cccs2)nn1-c1ccccc1)C1CCS(=O)(=O)C1 (stereo not given)	5
C#CCN(C[C@@H]1[C@@H](OC(=O)NC2CC2)[C@@H](OC(=O)NC2CC2)Cn2c(=O)ccc(=O)n21)S(=O)(=O)c1ccc(C)cc1	2
Cc1cccc(C(=O)OCC(=O)NC(=O)NC2CCCCC2)c1	-5
CN(N=Cc1ccccc1O)c1ccc2ccccc2n1	46
CC1CCN(C(=O)c2[nH]cnc2C(=O)Nc2ccccc2F)CC1	14
O=C1[C@H]2[C@@H](c3ccc(C(F)(F)F)cc3)N[C@]3(CCCN(Cc4ccc(Cl)cc4)C3=O)[C@H]2C(=O)N1Cc1ccccc1	-9
COC(=O)C[C@@H]1C[C@H]2c3cc(NS(=O)(=O)c4ccccc4)ccc3O[C@H]2[C@@H](CO)O1	5
COc1ccccc1CCC(=O)NNC(=O)Cn1nc(C)cc1C	1
CC1=C(C(=O)N(C)C)CC(CC(=O)NCc2ccco2)C(=O)N1Cc1ccccc1 (stereo not given)	0
CC1(C)COC(Cc2ccccc2)=N1	-9
CC1(C)Oc2cc3oc(C(=O)O)cc(=O)c3cc2-c2ccccc21	2
Cc1nc(-c2ccc(F)cc2)c(CC(=O)N(C)CC(=O)Nc2cccc(F)c2)s1	6
C[C@H](CO)N1C[C@H](C)[C@@H](CN(C)Cc2ccc(Cl)c(Cl)c2)OCCCC[C@H](C)Oc2ccc(NC(=O)CCC(F)(F)F)cc2C1=O	0
